ASAP1 GAP inh: ASAP1 ArfGAP inhibition | ASAP1-stimulated ARF1 GTP hydrolysis, GDP FP detection | inhibition, % at 16.5 µM | 360,000 tested, 0.19% active; in the data active = inhibition above about 25%;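 also: 0% = vehicle with enzyme and substrate and 100% = no enzyme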
Target sequence (Q9ULH1 325-724 limits assumed): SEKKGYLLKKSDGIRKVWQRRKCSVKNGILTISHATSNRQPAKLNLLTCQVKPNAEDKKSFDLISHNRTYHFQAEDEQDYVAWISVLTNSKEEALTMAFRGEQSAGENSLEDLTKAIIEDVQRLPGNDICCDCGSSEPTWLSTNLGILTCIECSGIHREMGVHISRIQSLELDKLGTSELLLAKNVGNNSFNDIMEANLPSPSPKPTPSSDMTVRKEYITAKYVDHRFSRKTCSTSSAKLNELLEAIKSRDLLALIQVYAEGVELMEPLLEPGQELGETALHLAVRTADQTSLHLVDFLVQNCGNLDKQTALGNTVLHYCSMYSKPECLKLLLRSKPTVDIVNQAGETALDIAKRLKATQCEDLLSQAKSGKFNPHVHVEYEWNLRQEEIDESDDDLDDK
KLK7 zymogen act: activates the human kallikrein-7 zymogen; P49862; purified proKLK7, EDANS-DABCYL substrate fluorescence; 100% is mature enzyme control, 0% vehicle; activation, % at 7 µM; 370,000 tested, 0.9% active; AID 652039;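 active = activation above the mean of all tested compounds plus 3 SD, computed per campaign excluding outliers beyond control limits, cut at about 13% in these data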
Target sequence (P49862 whole entry, looked up): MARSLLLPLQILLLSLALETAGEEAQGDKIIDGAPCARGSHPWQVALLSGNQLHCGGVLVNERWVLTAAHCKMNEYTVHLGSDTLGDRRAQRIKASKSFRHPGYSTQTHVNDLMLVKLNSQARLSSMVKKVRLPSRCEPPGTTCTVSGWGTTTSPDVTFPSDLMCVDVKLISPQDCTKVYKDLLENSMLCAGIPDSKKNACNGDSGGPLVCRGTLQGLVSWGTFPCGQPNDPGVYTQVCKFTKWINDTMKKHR
ADAM10 inh: inhibits human ADAM10; recombinant ADAM10, EDANS/DABCYL FRET peptide cleavage, 3 h; 370,000 tested, 0.62% active; inhibition, % at 7 µM; AID 720582;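 active = inhibition above a per-campaign cutoff equal to the mean of compounds falling between control-based bounds plus 3 SD, cut at about 20% in these data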;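 also: 0% = DMSO wells while the 100% control is not disclosed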
DDE Tn6 FP inh: inhibitors of Tn6 peptide binding to human fibrin DD(E) | P02675 | Fibrin DD(E) TRITC-Tn6 fluorescence polarization displacement | inhibition, % at 8.3 µM | 370,000 tested, 0.21% active | AID 720509;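 active = inhibition above a per-campaign cutoff: mean of compounds within control limits plus 3 SD, cut at about 15% in these data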;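 also: 0% = median of all compound wells on the plate and 100% = blocking peptide control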
ARFGAP1 inh: inhibits rat ARF GTPase activating protein 1; Q62848; Arfgap1-stimulated ARF1 GTP hydrolysis, GDP FP detection; inhibition, % at 16.5 µM; 360,000 tested, 0.26% active; AID 651572;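 active = inhibition above a per-plate limit, mean inhibition of low control wells plus 3 SD, cut at about 25% in these data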;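 also: 0% = DMSO wells with enzyme and 100% = wells lacking Arfgap1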
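system = rat Arfgap1 catalytic domain, aa 1-136 | technique = FP, GDP Alexa 633 tracer displaced from anti-GDP antibody, 620/688 nm | compound = one concentration, 16.5 µM, DMSO 1.26% | medium = HEPES-based buffer, pH 7.5 | timing = compound-enzyme preincubation 20 min, reaction 120 min, detection 60 min, 25 °C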
LEDGF integ inh: blocks HIV-1 LEDGF/p75-dependent DNA integration | inhibition, % at 3.7 µM | AID 743269 | TR-FRET IN-LEDGF/p75 DNA integration, Eu/Cy5 | 370,000 tested, 0.64% active;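 active = inhibition above the screen-wide mean plus 3 SD, cut at about 13% in these data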;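 also: signal is the Cy5 over europium emission ratio at 671 and 618 nm; 0% = plate median of compound wells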
Tn7 DDE FP: inhibitors of Tn7 peptide binding to human fibrin DD(E); P02675; FP displacement of FITC-Tn7 peptide from fibrin DD(E); 0% = median of compound wells per plate; inhibition, % at 8.3 µM; 370,000 tested, 0.13% active; AID 720508;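 active = inhibition above the mean of compounds falling within the control limits plus 3 SD of them, cut at about 14% in these data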;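 also: 0% = plate median of compound wells and 100% = 10 µM Aha-Tn7 peptide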
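Assay system: Human clot-derived fibrin DD(E) complex | Buffer or medium: Tris/NaCl/CaCl2 buffer, pH 7.8 | Repeats: One replicate per compound | Benchmarks: Aha-Tn7 high control | Measure: % inhibition scaled between sample-field median and high-control FP | Schedule: 10 min plus 3 h, room temperature | Signal: Fluorescence polarization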
PLCg1 inh: PLC-gamma1 (human) inhibition, primary screen. inhibition, % at 12.2 µM. P19174. purified PLC-gamma1, fluorogenic substrate, fluorescence. AID 720700. 370,000 tested, 0.84% active; in the data active = inhibition above about 9.5%
TDP2 absorb: TDP2 (human) inhibition, absorbance primary screen | 370,000 tested, 0.34% active | O95551 | inhibition, % at 12.8 µM | recombinant TDP2, T5PNP hydrolysis, p-nitrophenol absorbance 415 nm;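 active = inhibition above the mean of all tested compounds plus 3 SD, set per campaign, cut at about 25% in these data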;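 also: 0% = DMSO with enzyme and 100% = buffer with substrate but no TDP2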
Target sequence (O95551 whole entry, looked up): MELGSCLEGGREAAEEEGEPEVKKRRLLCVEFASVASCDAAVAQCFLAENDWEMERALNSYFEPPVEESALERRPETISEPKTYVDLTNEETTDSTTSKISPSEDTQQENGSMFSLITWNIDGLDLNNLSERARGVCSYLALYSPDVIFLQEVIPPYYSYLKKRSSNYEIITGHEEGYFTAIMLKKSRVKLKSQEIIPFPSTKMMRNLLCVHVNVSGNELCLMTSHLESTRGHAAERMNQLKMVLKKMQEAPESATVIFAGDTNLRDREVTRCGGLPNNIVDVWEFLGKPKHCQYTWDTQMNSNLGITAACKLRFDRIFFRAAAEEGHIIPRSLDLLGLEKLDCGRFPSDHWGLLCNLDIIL
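Material: recombinant human TDP2; quantity: TDP2 enzyme at 120 nM final; medium: Tris-HCl pH 7.5 with MgCl2; compound: single concentration, 12.8 µM nominal, with 1% DMSO; incubation: 2 h enzyme incubation at 37 °C; signal: epi absorbance; measure: percent inhibition; benchmarks: high control without enzyme, low control DMSO plus TDP2; repeats: singlicate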
ADAM17 inh: ADAM17 inhibition, QFRET primary screen. recombinant ADAM17, EDANS/DABCYL FRET peptide cleavage. inhibition, % at 6.95 µM. 370,000 tested, 0.83% active;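 active = inhibition above the mean of compounds lying between control limits plus 3 SD, set per campaign, cut at about 8.5% in these data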;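 also: 0% = DMSO-only wells as the low control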
* = called active by the depositor.

Keys: A = ASAP1 GAP inh; B = KLK7 zymogen act; C = ADAM10 inh; D = DDE Tn6 FP inh; E = ARFGAP1 inh; F = LEDGF integ inh; G = Tn7 DDE FP; H = PLCg1 inh; I = TDP2 absorb; J = ADAM17 inh
COc1ccccc1/C=N/NC(=O)CNC(=O)c1ccc(S(=O)(=O)N2CCCC2)cc1
  A = 2; B = -0.6; C = -7; D = -3; E = 12; F = 1; G = 2; H = 1; I = 3; J = -1

Cn1cccc1/C=C1\SC(=O)N(CC(=O)Nc2ccc(F)cc2)C1=O
  A = -10; B = 0.8; C = 0; D = 6; E = 3; F = -6; G = 2; H = -2; I = -7; J = -2

O=C(NCc1ccccc1)c1cc(C2CCCN(C(=O)c3ccccc3)C2)on1 (centres undefined)
  A = 3; B = -0.5; C = -7; D = 8; E = -8; F = 4; G = 3; H = 1; I = -2; J = -6

C=CC[C@H](CC(=O)N(CCO)Cc1ccccc1)C(=O)N[C@H](COC(=O)[C@@H](CC=C)Cc1ccc(F)cc1)Cc1ccccc1
  A = -3; B = 0.4; C = 21*; D = 1; E = 9; F = -4; G = 2; H = -2; I = -15; J = 11*

COc1ccc(-n2nc(C(=O)O)c3ccccc3c2=O)cc1
  A = -12; B = 0.2; C = 8; D = -1; E = 7; F = 2; G = -6; H = -5; I = 0; J = -1

O=C(CCNS(=O)(=O)c1ccccc1)OCc1ccc([N+](=O)[O-])cc1
  A = -9; B = -0.5; C = -13; D = -4; E = 3; F = 0; G = 3; H = 3; I = -5; J = 3

C(=N\N=C\c1ccccc1)/c1ccccc1
  A = -4; B = -0.5; C = 2; D = -3; E = 5; F = -2; G = 7; H = -1; I = -3; J = 1

CCOC(=O)C1=C(COC(=O)CCS(=O)(=O)c2ccc(C)cc2)NC(=O)NC1C (centres undefined)
  A = 8; B = -0.2; C = -5; D = -3; E = -8; F = -8; G = 4; H = -1; I = -1; J = 1

CCOc1ccc(NC(=O)C2CCCN2C(=O)NC2CCCCC2)cc1 (centres undefined)
  A = -3; B = -0.5; C = -5; D = 4; E = -4; F = -4; G = 9; H = 0; I = -7; J = -4

CCOc1cc(/C=C/c2nc3ccccc3s2)ccc1OCC(=O)N1CCOCC1
  A = 8; B = 5.3; C = -95; D = -7; E = 11; F = 0; G = -9; H = -151; I = -14; J = -22

COc1ccc(Nc2nc(NCCO)nc(OC)n2)cc1
  A = 0; B = -0.5; C = -12; D = -4; E = 10; F = -1; G = -7; H = 4; I = 3; J = 2

CCn1nnc(NC(=O)c2cc3ccccc3o2)n1
  A = -4; B = 0.3; C = 1; D = -1; E = -4; F = -3; G = -6; H = 2; I = 5; J = -3

Cc1ccc(C)c(-c2csc(-c3cccnc3)n2)c1
  A = -2; B = -0.4; C = -9; D = -2; E = 14; F = -5; G = -1; H = -2; I = -7; J = -3

CCn1nc(C)c(/C=N/NC(=O)Cn2nc(C)cc2C)c1C
  A = -3; B = 0.0; C = 1; D = -5; E = 7; F = 3; G = -2; H = 3; I = -7; J = -1

O=C(NCCOc1ccc(Cl)cc1)C(=O)NCC1CCCO1 (centres undefined)
  A = -10; B = 0.6; C = 1; D = -4; E = -13; F = -2; G = 0; H = 2; I = 5; J = 0

COc1cc(/C=C2\SC(=S)N(CC(=O)NC3=NCCS3)C2=O)cc(OC)c1OC
  A = -1; B = 0.0; C = -7; D = 8; E = 22; F = 0; G = -3; H = -3; I = 2; J = -3

Cc1ccc(C(=O)Nc2ccc(C(=O)N/N=C/c3cccnc3)cc2)cc1
  A = 3; B = 0.4; C = 4; D = -12; E = 6; F = -2; G = 7; H = -1; I = 4; J = 2

CCn1c(=O)n(CC)c2cc(S(=O)(=O)N3CCc4ccccc43)ccc21
  A = -9; B = -0.3; C = 6; D = 12; E = -2; F = -2; G = 7; H = -1; I = -2; J = -3

O=S(=O)(c1c(F)cccc1F)C1CCN(S(=O)(=O)c2ccc3c(c2)OCCO3)CC1
  A = 0; B = 0.8; C = -3; D = -9; E = 13; F = -2; G = 4; H = 1; I = 0; J = 1

Cc1nc2ccccc2n1CCOc1ccc([N+](=O)[O-])cc1
  A = -1; B = 0.1; C = -9; D = 9; E = 9; F = 3; G = -2; H = -1; I = 1; J = 2

COCCN(C(=O)c1sc2ccccc2c1Cl)c1c(N)n(CC(C)C)c(=O)[nH]c1=O
  A = -12; B = -0.5; C = -6; D = -1; E = -8; F = -4; G = 11; H = 2; I = 8; J = -10

COc1ccc(-c2nc(-c3ccc(C(=O)O)cc3)no2)cc1
  A = 8; B = -0.4; C = 3; D = 1; E = 10; F = -2; G = 1; H = 2; I = -2; J = -5

CCCCc1n[nH]c(=S)n1Cc1ccccc1
  A = -6; B = 0.1; C = 2; D = 9; E = 1; F = 4; G = 1; H = -1; I = 2; J = 4

Cc1cccc(N2CC(C(=O)Nc3nnc(SCCN4CCOCC4)s3)CC2=O)c1 (centres undefined)
  A = 2; B = -0.4; C = -5; D = -3; E = -14; F = 3; G = 3; H = -6; I = 8; J = -6

CCOC(=O)C1=C(c2ccccc2)ON(C)C1c1ccccc1 (centres undefined)
  A = 3; B = -0.1; C = 5; D = -11; E = -4; F = 2; G = 3; H = 0; I = -1; J = 3

Cc1sc2ncn(CC(=O)NCCCC(=O)N(C)Cc3ccccc3)c(=O)c2c1C
  A = -11; B = -0.5; C = 11; D = 7; E = 1; F = -3; G = -6; H = 2; I = -9; J = 0

Cc1cccc2sc(NC(=O)CN(C)S(=O)(=O)c3ccc(Br)s3)nc12
  A = 13; B = -0.2; C = 18; D = -10; E = 8; F = 1; G = -3; H = 7; I = -14; J = 8.8*

O=C(CCl)N(c1ccc(Cl)cc1)c1c[nH]c2ccccc12
  A = 6; B = -0.2; C = 1; D = -2; E = -4; F = -3; G = -9; H = -3; I = 10; J = -1

COc1ccc(-n2c(SC(CN3CCCCC3)CN3CCCC3=O)nc3ccccc3c2=O)cc1 (centres undefined)
  A = 2; B = 0.1; C = 2; D = 8; E = -5; F = 0; G = -4; H = 0; I = 6; J = 2

CSCCCc1cn([C@@H](CO)C(=O)NCCCCCCCCCCC(=O)N2CCNCC2)nn1
  A = 8; B = -0.7; C = -2; D = -2; E = 7; F = 0; G = -1; H = 0; I = 9; J = -5

Arranged by SMILES length (high to low): some entries from above
Keys: A = ASAP1 GAP inh; B = KLK7 zymogen act; C = ADAM10 inh; D = DDE Tn6 FP inh; E = ARFGAP1 inh; F = LEDGF integ inh; G = Tn7 DDE FP; H = PLCg1 inh; I = TDP2 absorb; J = ADAM17 inh
O=S(=O)(c1c(F)cccc1F)C1CCN(S(=O)(=O)c2ccc3c(c2)OCCO3)CC1
  A = 0; B = 0.8; C = -3; D = -9; E = 13; F = -2; G = 4; H = 1; I = 0; J = 1

COCCN(C(=O)c1sc2ccccc2c1Cl)c1c(N)n(CC(C)C)c(=O)[nH]c1=O
  A = -12; B = -0.5; C = -6; D = -1; E = -8; F = -4; G = 11; H = 2; I = 8; J = -10

CSCCCc1cn([C@@H](CO)C(=O)NCCCCCCCCCCC(=O)N2CCNCC2)nn1
  A = 8; B = -0.7; C = -2; D = -2; E = 7; F = 0; G = -1; H = 0; I = 9; J = -5

COc1cc(/C=C2\SC(=S)N(CC(=O)NC3=NCCS3)C2=O)cc(OC)c1OC
  A = -1; B = 0.0; C = -7; D = 8; E = 22; F = 0; G = -3; H = -3; I = 2; J = -3

Cc1cccc(N2CC(C(=O)Nc3nnc(SCCN4CCOCC4)s3)CC2=O)c1 (centres undefined)
  A = 2; B = -0.4; C = -5; D = -3; E = -14; F = 3; G = 3; H = -6; I = 8; J = -6

Cc1cccc2sc(NC(=O)CN(C)S(=O)(=O)c3ccc(Br)s3)nc12
  A = 13; B = -0.2; C = 18; D = -10; E = 8; F = 1; G = -3; H = 7; I = -14; J = 8.8*

COc1ccc(-c2nc(-c3ccc(C(=O)O)cc3)no2)cc1
  A = 8; B = -0.4; C = 3; D = 1; E = 10; F = -2; G = 1; H = 2; I = -2; J = -5

CCOC(=O)C1=C(c2ccccc2)ON(C)C1c1ccccc1 (centres undefined)
  A = 3; B = -0.1; C = 5; D = -11; E = -4; F = 2; G = 3; H = 0; I = -1; J = 3

CCCCc1n[nH]c(=S)n1Cc1ccccc1
  A = -6; B = 0.1; C = 2; D = 9; E = 1; F = 4; G = 1; H = -1; I = 2; J = 4

Next part:
Structure | ASAP1 GAP inh | KLK7 zymogen act | ADAM10 inh | DDE Tn6 FP inh | ARFGAP1 inh | LEDGF integ inh | Tn7 DDE FP | PLCg1 inh | TDP2 absorb | ADAM17 inh
Cc1ccccc1OCC(=O)NNC(=O)CN1C(=O)c2ccccc2C1=O | 3 | 0.0 | -3 | 2 | 3 | -1 | 0 | 0 | 5 | -3
COC(=O)c1c(N=CN(C)C)c(C#N)c2n1CCCC2 | -3 | -0.2 | -6 | -6 | 0 | 2 | -3 | 2 | 2 | -1
Fc1ccccc1N1CCN(CCCNc2ccc3nncn3n2)CC1 | 6 | -0.5 | -21 | -1 | 3 | -3 | -10 | 2 | -2 | -3
O=C1C(c2ccccc2)C2C=CC(C2)N1O (centres undefined) | 1 | 0.3 | -9 | -10 | -3 | 6 | 2 | 1 | 1 | 0
COc1ccc(OCC(=O)NNC(=O)c2nn(C)c(=O)c3ccccc23)cc1 | -3 | 0.0 | 5 | -1 | -13 | 3 | -10 | -1 | 4 | 0
CCOc1cc(CNC(CC)CO)ccc1OCC(=O)Nc1cccc(C(F)(F)F)c1 (centres undefined) | 13 | -0.4 | -8 | -1 | 14 | -4 | 8 | 3 | -1 | -5
COc1ccccc1-c1csc(C(NC(C)=O)c2ccc(F)c(F)c2)n1 (centres undefined) | -11 | -0.3 | -7 | 9 | 18 | -2 | 0 | -2 | 2 | -3
CC(=O)c1ccc(NS(=O)(=O)c2cccc(C(=O)Nc3ccccc3C(=O)O)c2)cc1 | 11 | -0.2 | 2 | 8 | -7 | 2 | -3 | -22 | 8 | 0
CC(NS(=O)(=O)c1ccc(Br)cc1F)[C@H](O)c1ccccc1 (some centres undefined) | -4 | -0.8 | -2 | 5 | -6 | 15* | 3 | -1 | 5 | -3
O=C(Nc1nc2ccc([N+](=O)[O-])cc2s1)c1c(F)cccc1F | -1 | 0.9 | 4 | 3 | 0 | 3 | -2 | 2 | -9 | 2
Cc1ccc(S(=O)(=O)NNC(=O)C2CCCCC2)cc1 | 11 | -0.4 | -5 | -8 | 5 | 1 | 2 | -3 | 2 | -5
Cc1ccsc1C(=O)N1CC(=O)Nc2ccccc21 | -14 | 0.3 | 1 | 4 | 5 | 3 | -3 | 4 | -1 | 1
